NSD2 inh: NSD2 histone methyltransferase inhibitors, primary screen, biochemical, AlphaScreen, single concentration, set 2; Histone-lysine N-methyltransferase NSD2 (Homo sapiens), O96028; NSD2 peptide methylation, 120 min; inhibition, % at 12.5 µM; actives 0.54% (n = 310,000); AID 743445, 2014; in the data active = inhibition above about 50%
Target sequence (O96028 whole entry, looked up): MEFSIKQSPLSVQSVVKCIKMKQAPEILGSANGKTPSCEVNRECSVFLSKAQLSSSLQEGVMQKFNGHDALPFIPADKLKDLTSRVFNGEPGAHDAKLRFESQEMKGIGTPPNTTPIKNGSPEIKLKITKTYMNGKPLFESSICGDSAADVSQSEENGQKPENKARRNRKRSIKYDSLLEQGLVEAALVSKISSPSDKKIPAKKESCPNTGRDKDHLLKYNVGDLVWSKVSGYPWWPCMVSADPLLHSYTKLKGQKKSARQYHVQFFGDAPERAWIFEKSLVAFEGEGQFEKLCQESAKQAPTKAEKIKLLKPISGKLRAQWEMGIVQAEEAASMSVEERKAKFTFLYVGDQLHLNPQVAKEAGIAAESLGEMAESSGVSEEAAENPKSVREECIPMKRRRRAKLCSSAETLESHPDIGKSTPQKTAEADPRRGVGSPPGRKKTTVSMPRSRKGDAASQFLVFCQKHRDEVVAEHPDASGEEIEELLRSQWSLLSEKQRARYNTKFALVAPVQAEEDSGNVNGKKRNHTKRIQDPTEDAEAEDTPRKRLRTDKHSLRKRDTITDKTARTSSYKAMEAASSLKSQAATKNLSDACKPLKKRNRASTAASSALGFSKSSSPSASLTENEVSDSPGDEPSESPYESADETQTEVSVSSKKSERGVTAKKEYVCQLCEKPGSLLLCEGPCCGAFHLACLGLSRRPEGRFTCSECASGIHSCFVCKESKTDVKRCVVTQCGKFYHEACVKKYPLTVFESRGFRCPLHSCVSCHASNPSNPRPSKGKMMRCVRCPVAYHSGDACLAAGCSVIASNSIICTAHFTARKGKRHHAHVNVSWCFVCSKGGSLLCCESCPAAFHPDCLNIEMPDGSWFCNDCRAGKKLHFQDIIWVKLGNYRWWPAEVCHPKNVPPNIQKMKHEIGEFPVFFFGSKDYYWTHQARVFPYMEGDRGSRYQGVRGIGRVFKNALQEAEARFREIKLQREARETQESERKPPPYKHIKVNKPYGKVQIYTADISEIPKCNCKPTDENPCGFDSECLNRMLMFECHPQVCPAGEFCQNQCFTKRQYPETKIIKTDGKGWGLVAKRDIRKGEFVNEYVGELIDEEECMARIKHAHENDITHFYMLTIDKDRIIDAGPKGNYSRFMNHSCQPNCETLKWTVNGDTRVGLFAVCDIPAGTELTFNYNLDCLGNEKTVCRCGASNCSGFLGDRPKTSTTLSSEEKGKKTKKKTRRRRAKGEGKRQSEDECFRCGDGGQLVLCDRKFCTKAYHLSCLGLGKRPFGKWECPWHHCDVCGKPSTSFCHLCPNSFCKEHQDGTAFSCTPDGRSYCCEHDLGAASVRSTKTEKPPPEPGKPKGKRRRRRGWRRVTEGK
Wnt bcat act: Wnt/beta-catenin pathway activators, primary screen, cell-based, plate reader, single point; actives 1.2% (n = 300,000); Wnt/beta-catenin reporter cell assay, activator; activation, % at 9.35 µM; AID 743398, 2014; in the data active = activation above about 30%, passing the limit was not always enough; inconclusive = no clear call, values can overlap the other calls;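 note: 0% = neutral control wells and 100% = positive control wells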
CDK5 inh: inhibitors of human CDK5/p35 kinase, primary screen, biochemical, single concentration | AID 488839, 2010 | inhibition, % at 10 µM | Recombinant CDK5/p35, ADP-Glo luminescence, 60 min | actives 0.01% (n = 330,000);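 active = highest replicate inhibition of at least 50% and at least 75% of replicates reaching 50%; inconclusive = only one of the two criteria met; inactive = both criteria failed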;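 note: plate controls were DMSO neutral control for no effect and GW8510 at 10 µM for full effect; many of its hits are not listed in these tables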
dFosB act: activators of delta FosB homodimer, primary screen, biochemical, fluorescence polarization, TAMRA-CDK5 oligo, single point. purified delta FosB; percent of positive-control signal above neutral wells. AID 493131, 2011. activation, % at 25 µM. actives 0.99% (n = 340,000). Protein FosB (Mus musculus), P13346;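 active = mean activation above about 17%, with every replicate also reaching it, limit read from the data, passing the limit was not always enough; inconclusive = only one of the two conditions met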;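 note: fluorescence polarization rise as delta FosB binds a TAMRA Cdk5 AP-1 oligo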
HTR5A inv ctr: HTR5A inverse agonists in luminescence cell assay, primary screen, counter-screen for OPRM1-OPRD1 heterodimer inverse agonist project, full-deck HTS | actives 0.083% (n = 340,000) | AID 504634, 2011 | 5-hydroxytryptamine receptor 5A (Homo sapiens), P47898 | inhibition, % at 9.3 µM | HTR5A cell line, inverse agonism; in the data active = inhibition mostly above about 23%, no sharp cut-off; inactive = mostly below about 18%;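 note: 0% = cells with DMSO and 100% = no-cell wells with DMSO; some compounds called inactive have numbers as strong as hits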
PvdQ acylase: P. aeruginosa PvdQ acylase inhibitors, primary screen, biochemical, fluorescence, plate reader and imaging, single point | PvdQ acylase [Pseudomonas aeruginosa LESB58] | purified PvdQ acylase | inhibition, % at 10 µM | actives 0.063% (n = 340,000) | AID 488965, 2010; in the data active = inhibition above about 30%, passing the limit was not always enough; inconclusive = no clear call, values can overlap the other calls;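 note: 0% = vehicle neutral wells and 100% = reference inhibitor wells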
MITF TRPM1 HTS: activators of MITF-driven TRPM1 promoter reporter, primary screen, cell-based, SK-MEL-5, luciferase, single point; SK-MEL-5 TRPM1-promoter luciferase, 24 h; % of positive control, neutral wells = 0; activation, % at 12.5 µM; actives 0.75% (n = 300,000);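 active = mean activation of at least 80% with every replicate also reaching 80%; inconclusive = mean reaches 80% but some replicate falls short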;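 note: 0% = neutral control wells and 100% = parthenolide positive control wells; values of inactives mirror those of a sister screen read the other way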
V-ATPase pHluor: regulators of yeast V-ATPase proton pumping, primary screen, pHLuorin cytosolic pH fluorescence | actives 0.37% (n = 350,000) | S. cerevisiae | response, % at 10 µM | AID 504577, 2011; in the data active = response mostly above about 7.3%, no sharp cut-off; inactive = mostly below about 5.4%; note: actives read high; inactives centre near 0; some compounds called inactive have numbers as strong as hits; reference of the scale not given here
SR-BI HDL uptake: inhibitors of SR-BI mediated HDL lipid uptake, primary screen, ldlA[mSR-BI] cells, fluorescence, single point. Scavenger receptor class B member 1 (Mus musculus), Q61009. ldlA[mSR-BI] CHO cells, DiI-HDL uptake fluorescence, 3 h. inhibition, % at 12.5 µM. actives 0.96% (n = 320,000). AID 488896, 2010;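 active = mean replicate inhibition of at least 70% and a set share of replicates each scoring 70 or more; inconclusive = meets just one of the two criteria; inactive = fails both criteria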;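 note: 0% = median of neutral control wells and 100% = median of positive control wells; values of inactives mirror those of a sister screen read the other way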
HTR5A ag: HTR5A agonists in luminescence cell assay, primary screen, counter-screen for OPRM1-OPRD1 heterodimer agonist project, full-deck HTS; 5-hydroxytryptamine receptor 5A (Homo sapiens), P47898; cell-based; activation, % at 9.3 µM; actives 0.61% (n = 340,000); AID 504692, 2011; in the data active = activation mostly above about 9.5%, no sharp cut-off; inactive = mostly below about 7.6%;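 note: 0% = cells with vehicle only and 100% = reference agonist; strong numbers were not always called active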
Starred values were filed as active, the others as inactive; ? = inconclusive; . = not tested or not shown; & = joins results of further samples.

SMILES	NSD2 inh	Wnt bcat act	CDK5 inh	dFosB act	HTR5A inv ctr	PvdQ acylase	MITF TRPM1 HTS	V-ATPase pHluor	SR-BI HDL uptake	HTR5A ag
CCOC(=O)CNC(=O)/C=C/c1ccc2c(c1)OCO2	-2	0	1.1	3	-12	8	2	-1	3	4
C#CCOCCOCCOCCNc1nc(N2CCN(C(=O)Cn3cc(CCO)nn3)CC2)nc(N2CCN(C(=O)Cn3cc(CCO)nn3)CC2)n1	.	5	0.8	-6	4	-11	-3	0	-26	-2
O=C(CSc1cn(CCNC(=O)c2cccs2)c2ccccc12)NCC1CCCO1 (stereo not given)	.	-1	0.9	4	-39	-1	.	2	3	-3
CC1OC(Oc2c(-c3cc(O)c(O)c(O)c3)oc3cc(O)cc(O)c3c2=O)C(O)C(O)C1O (stereo not given)	.	-1	-0.5	0	5	-15	.	1	2	3
COc1ccc(OC)c(/C=C/C(=O)Nc2ccc3c(c2)CCC3)c1	8	-1	0.7	-4	0	8	-1	-7	?	1
CCC1CCCCN1C(=O)CSc1nnc(-c2c[nH]c3ccccc23)o1 (stereo not given)	0	.	1.2	-9	-7	2	24	-2	20	3
CCc1nonc1NC(=O)c1oc2ccccc2c1C	5	12	-0.8	2	-16	-11	36	1	-18	-1
O=C(c1ccc(Cn2cc([N+](=O)[O-])cn2)o1)N1N=C(C(F)F)CC1(O)C(F)F (stereo not given)	1	-2	1.1	-9	-39	-19	5	2	-10	5
O=C(CCn1c(=O)sc2ccccc21)Nc1ccon1	-5	-2	-1.5	-7	-6	-2	18	0	9	0
CC(=O)N1CCc2cc(Br)cc(S(=O)(=O)NCc3ccc(Cl)cc3)c21	33	-2	-0.6	-13	14	-10	-16	-1	.	-5
CC1=NNC(=O)/C1=C\c1cn(-c2ccccc2)nc1-c1ccccc1	3	-1	0.4	-24	-1	-10	-95	0	9	1
Oc1cccc(/C=N/Nc2cc(N3CCCC3)nc(N3CCCC3)n2)c1	13	.	0.0	57*	-2	-3	25	3	29	1
COc1ccccc1CN=Cc1[nH]c2ccc(Br)c(Cl)c2c1O	7	7	-0.4	-5	0	-9	.	2	0	-1
CC(C)SCc1cc(N2CCCC2)nc(-c2ccccc2)n1	.	-8	-2.2	-2	19	-7	-4	0	12	5
Cc1cc(C)cc(NC(=O)CCNS(=O)(=O)c2ccc3c(c2)oc(=O)n3C)c1	2	.	-1.2	-3	0	5	-9	2	-15	-4
Cc1nc(=S)n(-c2ccccc2)[nH]1	-4	.	0.6	5	19	-18	-4	2	-9	-1
COCCn1c(=NC(=O)c2cccs2)sc2cc(NC(C)=O)ccc21	0	.	0.8	-8	1	7	-7	1	56	-3
CN(C)N1C(N)=C(C#N)C(c2ccccc2Cl)C2=C1CCCC2=O (stereo not given)	0	-2	0.6	-5	-3	-11	1	4	-27	1
COc1ccc(C(=O)c2c3ccccc3[n+]([O-])n2CCCN)cc1	.	-3&18	-1.6&1.1	4&-1	4&12	-16&-5	3&18	1&3	5&13	-1&4
Cc1nc2c(C)cccn2c1/C(O)=C1\C(=O)C(=O)N(CCN(C)C)C1c1cccs1 (stereo not given)	19	-2	0.8	7	-4	-2	-2	-5	-4	1
CCOC(=O)C(C)n1cnc2scc(-c3ccc(C)c(C)c3)c2c1=O (stereo not given)	-5	-3	-0.2	-7	-1	-7	-3	-4	24	0
O=C(NCCN1CCCC1)c1ccc(Cl)cc1Cl	0	-1	1.5	3	6	-7	1	-1	-6	-2
C=CCNC(=O)/C(C#N)=C/c1ccccc1OCc1ccc(C(=O)OC)cc1	-1	-3	-0.2	-16	-7	-12	29	1	7	5
COc1cccc(N2CC(C(=O)Nc3nnc(SCC(=O)Nc4cc(C)on4)s3)CC2=O)c1 (stereo not given)	-3	-2	2.2	-14	-15	-15	-5	0	8	6
COc1ccccc1C(=O)Nc1ccc(S(=O)(=O)Nc2cc(C)nc(C)n2)cc1	14	.	1.8	-7	12	-7	13	-1	-12	-5
Cc1noc(C)c1COC(=O)c1cc(C)n(-c2ccccc2)c1C	3	.	-0.9	-5	12	-3	.	-1	-19	-4
CN(C)Cc1c(C(=O)N/N=C/c2cccc(OCc3c(F)cccc3Cl)c2)nnn1-c1nonc1N	2	-2	-1.6	13	-4	-10	-17	0	2	-1
CN1C(=O)C(O)(CC(=O)/C=C\c2ccc3c(c2)OCO3)c2ccccc21 (stereo not given)	3	-2	2.3	-15	.	-7	-8	-1	-2	.
CCSc1nnc(NC(=O)c2nc(-c3ccccc3)n(-c3ccccc3)n2)s1	0	0	-0.7	-15	-11	16	1	-3	-3	1
O=C(NCCc1ccccc1)c1cc(-c2ccco2)on1	2	141*	-4.4	-2	-6	-17	-10	0	-4	2
CC1CC1C(=O)OCC(=O)Nc1cccc(S(=O)(=O)NC2=NCCCCC2)c1 (stereo not given)	0	1	-0.6	-3	-9	-6	3	-2	-16	3
COc1ccccc1N(Cc1cc(=O)[nH]c2ccccc12)C(=O)C(C)C	31	-3	0.6	-13	-19	3	-15	0	.	5
COc1ccc(OC)c(N(CC(=O)N2CCCC2)S(C)(=O)=O)c1	27	-1	0.8	-6	-18	-10	-8	3	-18	2
Cc1ccc(S(=O)(=O)Cn2nnnc2CN2CCN(Cc3ccc4c(c3)OCO4)CC2)cc1	1	1	-1.1	-12	-31	-10	.	-3	14	-1
O=C(c1cccc(Br)c1)N1CCN(C(=O)N2CCOCC2)CC1	7	.	-3.2	-2	28	-9	-1	2	-13	-1
CCOC(=O)c1c(C)sc2c1N(C(=O)CN1CCOCC1)c1cc(Cl)ccc1S2	2	0	0.5	-7	15	1	3	1	.	-6
O=S(=O)(Nc1ccc(Cc2ccncc2)cc1)c1ccc(Cl)s1	0	0	1.0	-13	-7	-3	3	0	2	2
CC(Oc1ccccc1F)C(=O)Nc1ccc2ccccc2c1 (stereo not given)	1	-4	0.5	-4	-16	-5	.	0	-43	11*
Cc1ccc(OCC(O)Cn2c(=N)n(CCN3CCOCC3)c3ccccc32)cc1 (stereo not given)	5	2	0.7	-4	.	-15	6	3	-10	.
Cc1ccc(-n2c(SCC(=O)N3c4ccccc4Sc4ccccc43)nnc2-c2ccncc2)cc1	1	-1	-0.1	2	10	-8	4	5	.	-3
Nc1cc([N+](=O)[O-])ccc1N1C(=O)CCCC1=O	-1	-2	-1.3	-4	4	-1	1	2	-3	-1
O=C1NC(=Nc2ccccc2)S/C1=C/c1cccnc1	-3	2	1.5	9	15	-8	12	0	-39	-1
O=C(CCC1CCCN(Cc2ccc(O)c(Cl)c2)C1)NCc1ccccc1F (stereo not given)	-1	-2	-0.1	-16	5	-10	-8	-3	-12	-2
CC[n+]1ccc(C(=O)NCc2ccccc2)cc1	3	4	0.6	3	4	21	-3	-2	-4	-1
Cc1ccc(CCNC(=O)C2CC(=O)N(CCc3ccccc3)C2)cc1 (stereo not given)	.	-2	0.5	-3	2	-2	-4	-1	-18	-1
CCCS(=O)(=O)N1CCN(C2CCC(C)CC2)CC1 (stereo not given)	-3	-1	0.3	1	13	4	1	0	12	-5
O=C(Cc1ccc2c(c1)OCO2)NN=Cc1ccc([N+](=O)[O-])o1	5	-1	3.1	1	-7	9	-72	-1	9	2
CCCCCC(O)(CCN1CCCCC1)c1ccccc1 (stereo not given)	-12	-1	0.3	-8	5	-15	2	1	9	-1
CN(CC(=O)Nc1ccc(N2CCOCC2)cc1)Cc1c(O)ccc2ccccc12	15	-1	-1.4	-9	-16	-1	-8	1	5	7
Cc1cccc(Cl)c1NC(=O)N1CCCN(c2ncccc2[N+](=O)[O-])CC1	0	-2	0.8	-1	4	-5	5	-7	-9	-2
Cc1ccc(S(=O)(=O)N2CCOCC2)cc1NC(=O)COC(=O)CNC(=O)c1ccccc1	-2	.	-0.1	0	26	-12	1	-1	-11	0
CC(=O)c1sc(NC(=O)CCN2C(=O)C3CC=CCC3C2=O)nc1-c1ccccc1 (stereo not given)	46	2	0.3	-15	13	-13	-17	3	18	-5
COc1cc(SC)ccc1C(=O)Nc1nccs1	-7	9	1.1	-34	-1	8	11	-2	18	1
C=CCn1c(SCC(=O)NCc2ccc3c(c2)OCO3)nc2scc(-c3ccccc3)c2c1=O	-4	-9	0.8	-8	2	-9	9	-3	1	3
S=C1NCN(Cc2ccco2)CN1Cc1ccco1	26	0	-1.0	3	-21	-9	.	4	-6	-1
CCc1ccccc1N(CC(=O)NC1CCCCC1)C(=O)CCCC(=O)Nc1ccccn1	.	-4	-0.2	-15	5	-13	.	0	.	-2
COc1cc(NC(=O)CS(=O)(=O)c2ccccc2)cc(OC)c1OC	-1	.	0.1	9	7	-8	-3	-5	-2	-2
CCOc1ccc(Br)cc1S(=O)(=O)N1CC(C)OC(C)C1 (stereo not given)	-4	.	-12	-3	7	-23	-3	1	36	5
O=C(Cn1cnc2c(oc3ccccc32)c1=O)c1ccccc1	2	49*	2.7	-7	9	-13	.	3	-4	2
COc1ccc(C)cc1S(=O)(=O)NC1CC1	-5	-1	0.7	-10	-8	-11	.	-1	8	2

(cont.)
SMILES	NSD2 inh	Wnt bcat act	CDK5 inh	dFosB act	HTR5A inv ctr	PvdQ acylase	MITF TRPM1 HTS	V-ATPase pHluor	SR-BI HDL uptake	HTR5A ag
Cc1c(Cl)cccc1NC(=S)NCCc1ccc(C(F)(F)F)cc1	-2	-1	0.4	-1	-16	-12	2	1	39	6
Cc1ccc(S(=O)(=O)NC(=O)c2ccccc2F)cc1	0	1	0.5	-4	8	-14	7	10	-8	-2
CCNC(=S)N(CCO)Cc1cc2cc3c(cc2[nH]c1=O)OCO3	-1	0	0.3	6	-9	-10	-5	2	-11	2
O=C(Nc1ccccc1C(=O)Nc1ccccc1)c1ccccc1Br	-2	-1	-0.5	-9	3	-11	-9	-2	.	-1
CC(=O)Nc1cccc(Oc2ccc3c(c2)C(=O)N(CCC(=O)O)C3=O)c1	-1	1	1.2	-4	-39	-12	-1	-2	-30	14
CCN(C(=O)c1cnc(N2CCN(c3ncccn3)CC2)c2ccccc12)c1cccc(Cl)c1	-1	.	-2.4	-19	-27	-12	-17	-1	21	1
CCOC(=O)CNC(=O)CSc1nc(N)cc(N)n1	-2	.	-0.7	0	-7	-1	.	-1	-11	-2
FC(F)(F)c1cccc(Nc2nc(N3CCCC3)nc(N3CCCC3)n2)c1	-2	0	0.4	0	-7	-2	0	1	39	2
O=C(O)COc1ccccc1C1C2C(=O)N(c3ccc(F)cc3)C(=O)C2ON1c1ccccc1 (stereo not given)	3	.	0.5	-8	9	-11	-5	0	4	2
Cn1c(CC(=O)Nc2ccccc2F)nnc1SCC(=O)NC1CCCC1	-2	-2	2.0	-1	-15	-13	1	2	.	-3
